Bioassay records deposited in PubChem by several laboratories.
pCIP destab: p/CIP-EGFP fusion destabilizers, primary screen, fluorescence, F442A cells | Q05BA5 | 16 h | decrease of EGFP signal, % at 10 µM | actives 0.01% (n = 290,000) | AID 1984, 2009;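 active = EGFP signal decrease of at least 30% at 10 µM or well 3 SD below plate mean, unless failing retest; inactive = the rest, including hits failing retest or dose response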; also: some compounds called inactive have numbers as strong as hits; many of its hits are not listed in these tables
IDE act: human IDE activators in live cells, primary screen, fluorescence polarization, HEK cells, FAbeta-B substrate | FAbeta-B cleavage; 0% vehicle, 100% cell-free pure enzyme wells | activation, % at 5.96 µM | actives 0.073% (n = 340,000) | AID 493087, 2011;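 active = activation above the mean of all tested compounds plus 3 SD, set per screening campaign, cut at about 17% in these data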
Target sequence (P14735 whole entry, looked up): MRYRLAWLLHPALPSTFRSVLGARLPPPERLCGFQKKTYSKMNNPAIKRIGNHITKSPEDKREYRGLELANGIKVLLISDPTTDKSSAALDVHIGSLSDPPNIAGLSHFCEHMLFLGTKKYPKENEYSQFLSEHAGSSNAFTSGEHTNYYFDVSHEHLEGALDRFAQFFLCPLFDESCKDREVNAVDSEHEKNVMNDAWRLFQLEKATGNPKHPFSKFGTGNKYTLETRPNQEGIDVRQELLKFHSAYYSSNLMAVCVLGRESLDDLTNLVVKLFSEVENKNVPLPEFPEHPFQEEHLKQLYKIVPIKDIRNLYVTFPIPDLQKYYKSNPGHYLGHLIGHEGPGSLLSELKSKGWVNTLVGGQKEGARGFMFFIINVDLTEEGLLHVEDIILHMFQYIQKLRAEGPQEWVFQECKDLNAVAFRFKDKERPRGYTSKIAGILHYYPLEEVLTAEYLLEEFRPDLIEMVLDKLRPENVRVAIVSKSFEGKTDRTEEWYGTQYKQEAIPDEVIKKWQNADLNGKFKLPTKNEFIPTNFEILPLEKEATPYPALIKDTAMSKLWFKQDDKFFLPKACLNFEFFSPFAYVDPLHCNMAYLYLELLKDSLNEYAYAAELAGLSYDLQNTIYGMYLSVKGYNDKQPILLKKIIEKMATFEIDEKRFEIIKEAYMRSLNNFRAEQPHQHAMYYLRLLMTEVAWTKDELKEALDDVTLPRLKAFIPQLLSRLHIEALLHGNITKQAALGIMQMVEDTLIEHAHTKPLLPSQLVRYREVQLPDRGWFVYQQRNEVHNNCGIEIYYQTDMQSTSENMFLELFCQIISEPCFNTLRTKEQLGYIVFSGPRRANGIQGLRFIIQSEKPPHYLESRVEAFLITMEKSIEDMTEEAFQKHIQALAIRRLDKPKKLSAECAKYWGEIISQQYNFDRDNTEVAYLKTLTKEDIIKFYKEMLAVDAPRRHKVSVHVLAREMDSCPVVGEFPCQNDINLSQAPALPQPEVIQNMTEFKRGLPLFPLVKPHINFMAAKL
IMP-1 inh: IMP-1 metallo-beta-lactamase inhibitors, primary screen, biochemical, epi-absorbance readout, Pseudomonas aeruginosa enzyme | metallo-beta-lactamase IMP-1 (Pseudomonas aeruginosa) | purified IMP-1, nitrocefin hydrolysis, epi-absorbance fluorescence | inhibition, % at 5.6 µM | actives 0.45% (n = 290,000) | AID 1556, 2009;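 active = inhibition above the mean plus 3 SD of all compounds in the same screening run, cut at about 4.5% in these data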;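 also: 0% = IMP-1 with DMSO and 100% = DMSO wells lacking enzyme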
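assay system = purified recombinant IMP-1 metallo-beta-lactamase enzyme | schedule = 15 min preincubation plus 25 min reaction at 25 °C | signal = Epi-absorbance fluorescence, 480 nm excitation, 530 nm emission | read-out basis = percent inhibition from optical density relative to buffer-blank wells | controls = IMP-1 with DMSO as 0%, enzyme-free DMSO as 100%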
IDE cell inh: human IDE inhibitors in live cells, primary screen, fluorescence polarization, HEK cells, FAbetaB substrate | Insulin-degrading enzyme (Homo sapiens), P14735 | FAbetaB cleavage | inhibition, % at 5.59 µM | actives 0.41% (n = 320,000);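 active = percent inhibition above the average of all tested compounds plus 3 SD, set per screening campaign, cut at about 16% in these data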;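 also: IDE supplied by intact live HEK cells; FP after avidin binding of uncleaved biotin substrate so inhibition keeps polarization high; 0% = DMSO wells and 100% = 60 µM reference IDE inhibitor Ii1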
NS3 helicase inh: inhibitors of HCV NS3 helicase, primary screen, biochemical, Cy5 molecular beacon fluorescence. actives 0.56% (n = 290,000). NS3 helicase DNA unwinding. AID 1800, 2009. inhibition, % at 10.9 µM. Hepatitis C virus NS3 helicase;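 active = inhibition above the mean of all tested compounds plus 3 SD, set per campaign, cut at about 35% in these data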;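 also: 0% = DMSO wells and 100% = thioflavine S control wells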
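Test system: hepatitis C virus NS3 helicase domain fragment enzyme. Also added: annealed dual-labelled DNA beacon duplex, ATP-started. Timing: 60 min unwinding reaction at 25 °C after ATP addition. Technique: Cy5 fluorescence. Measure: % inhibition of unwinding.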
VIM-2 inh: VIM-2 metallo-beta-lactamase inhibitors, primary screen, biochemical, epi-absorbance readout, Pseudomonas aeruginosa enzyme. purified VIM-2, nitrocefin hydrolysis, epi-absorbance fluorescence. inhibition, % at 5.6 µM. actives 0.89% (n = 290,000). AID 1527, 2009;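 active = inhibition above the mean of all tested compounds plus 3 SD, cutoff set per screening run, cut at about 7.5% in these data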;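 also: red hydrolysis product quenches plate fluorescence so inhibitors raise well fluorescence; 0% = enzyme with DMSO and 100% = DMSO without enzyme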
UBC9 SUMO inh: inhibitors of in vitro SUMOylation cascade, primary screen, biochemical, HTRF, uHTS | SUMO-conjugating enzyme UBC9 (Homo sapiens), P63279 | HTRF SUMOylation assay, SAE1/SAE2 + UBC9 | inhibition, % at 35 µM | actives 0.36% (n = 290,000) | AID 2006, 2009; in the data active = inhibition above about 50%, passing the limit was not always enough; also: strong numbers were not always called active
DNA FID counter: compounds displacing fluorescent DNA intercalator, primary screen, artefact control for HCV NS3 helicase inhibitor project, biochemical, FID fluorescence; DNA fluorescent intercalator displacement; inhibition, % at 7.9 µM; actives 0.17% (n = 290,000); AID 1845, 2009; in the data active = inhibition above about 37%;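 also: 0% = vehicle and 100% = reference compound; higher means more ethidium bromide displaced from hairpin DNA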
PfM18AAP inh: PfM18AAP inhibitors, malaria aminopeptidase, primary screen, biochemical, QFRET, recombinant enzyme. inhibition, % at 7.35 µM. M18 aspartyl aminopeptidase (Plasmodium falciparum 3D7). AID 1822, 2009. actives 1.2% (n = 290,000). H-Glu-NHMec fluorogenic cleavage;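 active = inhibition above the campaign mean inhibition over all tested compounds plus 3 SD, cut at about 28% in these data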;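 also: 0% = plate median of test compound wells and 100% = 2 mM ZnCl2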
The depositor's hits bear a star; . = no result given. Rows are unselected; any-hit rate near 3.6%.

SMILES | pCIP destab | IDE act | IMP-1 inh | IDE cell inh | NS3 helicase inh | VIM-2 inh | UBC9 SUMO inh | DNA FID counter | PfM18AAP inh
COc1ccc(CC(=O)Nc2sc3c(c2C(N)=O)CCCC3)cc1 | 4 | -1 | 1.2 | 1 | -14 | -1.0 | -5 | -12 | 0
COCCCNc1nnc(Cc2ccc(Cl)cc2)c(=O)[nH]1 | -13 | 5 | 0.2 | 3 | 9 | -0.5 | -3 | -2 | -1
CCS(=O)(=O)c1ccc(C(=O)Nc2ccccc2OC)c(Cl)c1Cl | -9 | -1 | -1.8 | 11 | -3 | -1.6 | 0 | -9 | 1
O=C(CCS(=O)(=O)c1ccccc1)Nc1ccccn1 | -4 | 6 | 0.0 | 5 | 14 | -2.6 | 1 | -10 | 6
COc1ccc(C(=O)CCS(=O)(=O)c2ccc(F)cc2)cc1OC | -9 | 2 | -2.7 | -3 | -8 | -2.1 | 2 | -18 | -68
c1cnc2ccc(-c3ccc4ncccc4c3)cc2c1 | 3 | 7 | -4.2 | 0 | 0 | 2.3 | 21 | -26 | 2
CCCCCCC/C(C)=N/NC(=O)CC(=O)NCCc1ccccc1 | -5 | 4 | -2.6 | 2 | 3 | -2.6 | 14 | -5 | 0
Cc1ccc(-c2cc3nc(C)cc(C)n3n2)cc1 | 3 | 3 | -1.0 | -1 | -4 | -0.6 | 4 | -7 | 5
COCc1nc2ccccc2n1Cc1ccc(Br)cc1 | -15 | 6 | -5.0 | -4 | -6 | -0.7 | -10 | -21 | 3
COc1ccc(S(=O)(=O)N(C)CC(=O)N2CCN(Cc3ccccc3)CC2)cc1C | -13 | 4 | -1.8 | 5 | 1 | 0.4 | 20 | -15 | -2
NC(=O)c1ccc(NC(=O)CS(=O)(=O)c2cn(CC(=O)N3CCCCC3)c3ccccc23)cc1 | -8 | 4 | -3.6 | 4 | 4 | 0.3 | 7 | -29 | 11
Cc1ccc(/C=N/Nc2nncc(-c3ccccc3)n2)o1 | -12 | . | -0.6 | 6 | -2 | -2.1 | 19 | -6 | 4
Cc1cc(C(=O)CNCc2ccco2)c(C)n1-c1ccc(F)cc1 | -14 | 3 | -1.4 | -7 | 0 | -1.6 | 0 | 0 | -3
C/C(=N\NC(=O)NC1CCCCC1)C1CCCCC1 | -16 | -1 | -2.4 | -2 | -3 | -3.5 | 9 | -14 | 5
CC(C)NC(=O)c1ccc(-c2ccccc2C(F)(F)F)o1 | 8 | 8 | -0.3 | -1 | -8 | 0.0 | 2 | -14 | 1
OCCC1CN(Cc2cccc3c2OCO3)CCN1C1CCCCC1 (stereo unspecified) | -9 | 3 | -1.6 | -2 | 16 | -2.5 | -2 | -1 | 0
Cc1cc(/C=C2\SC(=O)N(C)C2=O)c(C)n1-c1ccc(O)cc1 | -18 | 3 | -2.1 | 1 | 11 | 4.3 | 74* | -6 | 33*
S=C(NCc1ccc2c(c1)OCO2)Nc1ccc2nsnc2c1 | 2 | 0 | -2.6 | 4 | 4 | -0.8 | 87 | 15 | 7
CNC(=O)c1nn(-c2ccc(C)cc2)ccc1=O | -1 | 1 | -1.0 | 7 | 6 | 0.2 | 18 | 5 | -3
CCOC(=O)C1=C(C)NC(=O)NC1c1ccc(OCC(=O)OC)c(OC)c1 (stereo unspecified) | -8 | -4 | -3.0 | 4 | 3 | -4.1 | 28 | -3 | -2
Cc1c(C(=O)N2CCCCCC2)c(S(=O)(=O)Nc2ccc(F)cc2)c(C)n1C | 1 | 2 | -2.2 | -1 | -6 | -4.7 | -8 | -38 | -1
CC(C)N1C(=O)c2ccccc2N(Cc2ccccc2)S1(=O)=O | -7 | 4 | -1.7 | 2 | -7 | 0.6 | 17 | -25 | -5
CC(NC(=O)c1ccc(Br)cc1Br)c1ccccc1 (stereo unspecified) | 3 | . | -2.8 | 3 | 8 | -5.6 | 8 | 3 | 3
CC1=C(C)C(=O)N(c2ccc(C(=O)O)cc2)C1=O | -4 | 7 | -1.9 | 1 | -2 | -0.4 | 8 | 1 | -7
Cn1cc(S(=O)(=O)N2CCN(c3cccc(Cl)c3)CC2)c(=O)n(C)c1=O | -9 | 1 | -2.8 | 0 | 3 | -2.5 | 7 | -8 | 0
Cc1ccc(S(=O)(=O)N2CCCC(C(=O)NCC3COCCO3)C2)cc1 (stereo unspecified) | -5 | 1 | -1.0 | 3 | -4 | -2.4 | 7 | -6 | -5
CCc1cccc(NC(=O)CSCc2cc(=O)[nH][nH]2)c1 | -10 | 6 | -2.1 | -1 | 12 | -2.8 | -6 | -16 | 13
Cc1cc2oc(=O)cc(C)c2cc1NC(=O)CCC(=O)O | 3 | 5 | -5.3 | -2 | 7 | -0.2 | 4 | 5 | -6
CCOc1ccc(NC(=S)Nc2ccc(OCC)cc2)cc1 | 0 | 6 | -1.7 | 1 | -5 | -0.1 | 20 | -4 | -1
CCN(CC)C(=O)c1[nH]cnc1C(=O)N[C@@H](Cc1ccccc1)C(=O)OCc1ccccc1 | -3 | -1 | -2.2 | -3 | 2 | -4.6 | -3 | -36 | 7
O=C(c1cc[n+]([O-])cc1)N1CCc2c([nH]c3ccccc23)C1c1ccccc1Cl (stereo unspecified) | 7 | . | 0.9 | -3 | -8 | 2.4 | 13 | -40 | 6
CC(C)=CC(=O)OCC(=O)Nc1ccc(Cl)cc1 | -7 | 2 | -2.2 | -1 | -2 | -0.8 | 8 | 0 | -11
CCCOc1ccc(CC(=O)NCc2ccco2)cc1OC | -13 | 1 | -2.7 | 1 | 9 | -2.6 | 5 | -1 | 7
COC(=O)c1ccc(CN2CCC(Oc3cccc(C(=O)N4CCOCC4)c3)CC2)cc1 | -3 | 1 | -2.2 | 6 | 2 | -2.7 | 0 | 2 | 5
COc1ccc(NC(=O)c2c(C(F)(F)F)nn(C)c2SCc2ccccc2)cc1 | -5 | 4 | -1.4 | -2 | -8 | -2.7 | -1 | -17 | -1
Cc1nnc(SC(C)C(=O)N2CCc3ccccc32)s1 (stereo unspecified) | -3 | 1 | -1.9 | -3 | -2 | 0.3 | 14 | -4 | -1
Cc1cccc(OCC(=O)NC(=S)Nc2ccccc2N2CCOCC2)c1 | -17 | -3 | -3.3 | 0 | -4 | -2.4 | -19 | -6 | 2
Cc1cc(C)cc(-n2ncc3c2CCCC3NC(=O)CN2CCCCC2=O)c1 (stereo unspecified) | -6 | 2 | -3.0 | -2 | -6 | -2.4 | 9 | -20 | -1
O=C(NCc1ccco1)C1Cc2ccccc2CN1S(=O)(=O)c1ccccc1F (stereo unspecified) | . | -1 | -3.3 | 1 | 22 | -2.9 | . | -19 | 17
COc1ccc(CN(C)CC(=O)c2c(N)n(Cc3ccccc3)c(=O)n(C)c2=O)c(OC)c1 | -5 | -2 | 0.5 | -2 | -28 | 1.2 | 9 | 30 | 9
C[C@H](NC(=O)c1nc[nH]c1C(=O)N[C@@H](Cc1ccccc1)C(=O)OC(C)(C)C)c1ccccc1 | -2 | 10 | -4.9 | -8 | -26 | -4.2 | -30 | -33 | 3
CC(C)(C)c1ccc(C(=O)N/N=C/c2ccccn2)cc1 | -2 | -1 | -4.8 | 3 | -17 | -0.5 | 7 | -22 | 4
CCOc1ccc(S(=O)(=O)N2CC(=O)Nc3ccccc32)cc1 | 6 | 0 | -1.6 | 3 | -12 | -2.0 | 13 | -8 | -8
Cc1noc(NS(=O)(=O)c2ccc(NC(=O)c3cc(-c4ccccc4Cl)nc4ccccc34)cc2)c1C | -2 | 4 | -1.9 | -2 | -27 | -2.1 | 13 | -15 | -6
CC(=O)c1c(C)[nH]c(C(=O)Nc2cc(F)ccc2C)c1C | -8 | 2 | -0.7 | 4 | 3 | -1.5 | -6 | -4 | -2
Cc1cc(NC(=O)CSc2nnc(CNC(=O)c3ccc(C(C)(C)C)cc3)o2)no1 | -3 | 5 | -2.1 | 0 | -3 | -4.2 | 11 | -24 | 23
NCCNc1ccc2nnnn2n1 | 3 | 1 | -1.8 | 1 | 3 | -0.1 | 34 | -8 | 7
O=C1C/C(=C/NCc2ccccc2)C(=O)N1 | -16 | 4 | -0.1 | -2 | -1 | 0.1 | 8 | 1 | -9

Part of the list above, reformatted.
Results follow in this order: pCIP destab, IDE act, IMP-1 inh, IDE cell inh, NS3 helicase inh, VIM-2 inh, UBC9 SUMO inh, DNA FID counter, PfM18AAP inh
- CC(=O)c1c(C)[nH]c(C(=O)Nc2cc(F)ccc2C)c1C
  -8, 2, -0.7, 4, 3, -1.5, -6, -4, -2
- Cc1cc(NC(=O)CSc2nnc(CNC(=O)c3ccc(C(C)(C)C)cc3)o2)no1
  -3, 5, -2.1, 0, -3, -4.2, 11, -24, 23
- NCCNc1ccc2nnnn2n1
  3, 1, -1.8, 1, 3, -0.1, 34, -8, 7

Remaining list, next part:
SMILES | pCIP destab | IDE act | IMP-1 inh | IDE cell inh | NS3 helicase inh | VIM-2 inh | UBC9 SUMO inh | DNA FID counter | PfM18AAP inh
C=CCn1c(SCc2nc3ccccc3[nH]2)nnc1-c1ccccn1 | 2 | 2 | -3.3 | 1 | -1 | -4.0 | -2 | -11 | 0
CNC(=S)N1CCN(c2nc(-c3ccc(Cl)cc3)cs2)CC1 | -17 | -13 | -3.3 | 18* | -21 | -2.6 | -3 | -5 | 2
CCOc1ccccc1C(=O)N(Cc1sccc1C)C1CCS(=O)(=O)C1 (stereo unspecified) | 4 | 0 | -1.7 | 5 | 7 | -1.3 | 15 | -20 | -2
Cc1cccc2sc(NC(=O)CN(C)S(=O)(=O)c3ccc(Br)s3)nc12 | 4 | 6 | -0.4 | 0 | -8 | -0.5 | 2 | -3 | -8
CCOc1ccc(N2C(=O)C3C(c4ccc(OC)cc4OC)NC(CCSC)(C(=O)OC)C3C2=O)cc1 (stereo unspecified) | 2 | -2 | 2.7 | -7 | -16 | -0.5 | -8 | -45 | -5
CC1CCCCN1C(=O)c1c([N+](=O)[O-])cnn1C (stereo unspecified) | -18 | -1 | -1.5 | 4 | -5 | -4.8 | 4 | -3 | 0
COc1ccc(N2CCN(S(=O)(=O)c3cccc4cccnc34)CC2)cc1 | -10 | 4 | -0.4 | 6 | -8 | -3.1 | 3 | -19 | 3
CCOC(=O)/C(=N\Nc1ncnc2ccccc12)c1ccc(OC)cc1 | -23 | 0 | 0.8 | -5 | -27 | -1.0 | 17 | -23 | -2
O=C(Nc1ccc(F)c(F)c1)c1ccco1 | -23 | -7 | -3.1 | 3 | -2 | -2.1 | 0 | -10 | 8
